Bioassay records as filed in PubChem BioAssay.
PrPC TRFRET = inhibitors of human cell surface prion protein PrPC | P04156 | AID 720596 | TR-FRET read-out | 370,000 tested, 0.43% active | inhibition, % at 13.8 µM; in the data active means inhibition above about 24%; further: 0% = median of the test wells and 100% = reference compound wells
Rv3671c inh = Rv3671c (M. tuberculosis) protease inhibition; inhibition, % at 5.96 µM; 320,000 tested, 0.048% active; in the data active means inhibition above about 38%;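 further: extracellular domain of Rv3671c used as enzyme; 0% = enzyme with DMSO and 100% = no enzyme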
CCHFV vOTU inh = CCHFV vOTU protease inhibition | Pep-AMC fluorescence | inhibition, % at 11.5 µM | 370,000 tested, 0.55% active | AID 651958; in the data active means inhibition above about 30%; further: 0% = vehicle wells with enzyme and 100% = no enzyme wells
VHR inh abs = DUSP3 (human) phosphatase inhibition. inhibition, % at 13.3 µM. 290,000 tested, 0.52% active. AID 1654. recombinant VHR phosphatase, pNPP absorbance; in the data active means inhibition above about 50%; further: some compounds called inactive have numbers as strong as hits
SARS 3CLpro inh = SARS-CoV 3CLpro protease inhibition | P0C6X7 | recombinant SARS-CoV 3CLpro, quenched FRET peptide cleavage | inhibition, % at 6 µM | 290,000 tested, 0.14% active; in the data active means inhibition above about 12%
Vc quorum ag = induces V. cholerae light production without autoinducers; 350,000 tested, 0.16% active; activation, % at 18.7 µM; V. cholerae BH1578 lux reporter, luminescence, 6 h; AID 588436; in the data active means activation mostly above about 9.7%, no sharp cut-off; further: not every result past the cut was called active; inactives centre near 0; reference of the scale not given here
TcdB inh = TcdB glycohydrolase inhibition; TcdB glycohydrolase enzymatic assay, plate reader; 350,000 tested, 0.24% active; P18177; inhibition, % at 9.99 µM; in the data active means inhibition above about 10%
MazF activator = MazEF (E. coli) toxin RNase activation; FAM/BHQ RNA-DNA oligo cleavage fluorescence, 5 h; activation, % at 20 µM; 350,000 tested, 0.32% active; P0AE70; in the data active means activation above about 50%
SSB-PriA inh = K. pneumoniae PriA-SSBct interaction inhibition | AID 1272365 | AlphaScreen SSBct-PriA binding, biotinylated peptide | 430,000 tested, 0.6% active | inhibition, % at 33 µM; in the data active means inhibition mostly above about 37%, no sharp cut-off; inactive means mostly below about 20%;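 further: plate controls were negative control peptide for no effect and reference peptide for full effect; strong numbers were not always called active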
Yp Topo-I inh = inhibitors of Yersinia pestis topoisomerase I. AID 504884. activity, % at 10 µM. Y. pestis Topo-I cleavage product accumulation, plate reader. 360,000 tested, 0.064% active; in the data active means activity above about 50%, passing the limit was not always enough; further: inactives centre near 2
Numbers without * were called inactive; i = inactive; / = not tested or not shown; & = joins results of further samples. An excerpt (hit frequency here may not be typical).

SMILES	PrPC TRFRET	Rv3671c inh	CCHFV vOTU inh	VHR inh abs	SARS 3CLpro inh	Vc quorum ag	TcdB inh	MazF activator	SSB-PriA inh	Yp Topo-I inh
Cc1nn(Cc2c(F)c(F)c(F)c(F)c2F)c(C)c1NC(=O)c1ccc(COc2ccccc2Cl)cc1	7	/	-2	13	-9	6.2	/	-8	-23	11
Cc1ccccc1CS(=O)(=O)Cc1ccc(C(=O)NCCc2ccccc2)o1	1	4	22	7	4	i	1.1	4	-11	-12
Cc1ccc(NC(=O)NC(=O)CN2CCN(c3ccc(O)cc3)CC2)c(C)c1	6	1	7	66	-2	-0.2	1.9	5	-7	1
Cc1cc(=O)[nH]c(NN=C2CCC(C(C)(C)C)CC2)n1 (stereo not given)	-2	-2	-6	-2	1	-0.4	1.5	5	-3	12
Cc1cccc(Cc2nnc(CCC(=O)N3CCCCC3c3nccs3)o2)c1 (stereo not given)	-4	4	7	13	-1	-0.7	2.4	3	-6	15
Cn1cc(S(=O)(=O)CC(=O)Nc2ccc(Br)cc2)c2ccccc21	9	-1	8	12	-4	-0.3	3.2	5	-20	5
C[C@H](CO)N1C[C@H](C)[C@@H](CN(C)Cc2ccc(C(=O)O)cc2)Oc2c(NC(=O)Cc3ccccc3)cccc2C1=O	-1	-1	-9	/	/	-0.4	0.0	-1	8	0
CC(C)CC(C(=O)OCC(=O)Nc1cccc(Cl)c1)N1C(=O)C2CC=CCC2C1=O (stereo not given)	8	-8	15	13	0	-0.4	0.5	-2	-6	11
Cc1oc2c(CN3CCCCC3C)c(O)ccc2c(=O)c1-c1ccccc1 (stereo not given)	5	5	-116	21	-2	i	2.3	-1	-1	2
Cc1cc(S(=O)(=O)Nc2ccc(N3CCOCC3)cc2)ccc1Br	4	11	-7	13	0	i	0.2	9	15	9
CCCN(CC(=O)Nc1ccc(F)c(F)c1F)C(=O)c1ccc(=O)n(Cc2ccccc2)n1	-2	-2	-2	/	/	i	1.2	-7	36	4
Cc1sc2ncnc(N[C@@H](Cc3ccccc3)C(=O)O)c2c1C	5	-8	-11	5	4	i	-0.1	7	-8	-7
Cc1ccc(OCCNC(=O)/C=C/c2ccco2)cc1C	0	8	1	-6	5	i	-0.1	4	3	9
Cc1ccc(-c2csc3ncn(CC(=O)N4CCOCC4)c(=O)c23)cc1C	7	0	5	-1	-3	0.4	/	4	-7	0
O=C(O)CCCNc1ccc([N+](=O)[O-])c(NCCCC(=O)O)n1	-3	1	9	-15	1	3.0	0.7	0	1	-7
CC1=NN(C(N)=S)C(=O)C1N=Nc1ccc(C)cc1C (stereo not given)	-13	1	0	4	0	/	/	/	/	/
Cc1oc2c(O)c(O)ccc2c(=O)c1-c1cnn(-c2ccccc2)c1	-2	-29	11	20	0	-0.7	/	8	2	2
C=CCn1c(C)cc(C(=O)COc2ncnc3sccc23)c1C	5	2	-11	6	4	i	/	0	9	6
O=C(c1ccc(-c2cc3ccccc3oc2=O)cc1)N1CCN(c2ccc(Cl)cc2[N+](=O)[O-])CC1	-8	-4	-16	8	-1	-0.4	/	8	1	26
N#Cc1cccn1-c1nccc(-c2cccs2)n1	9	-14	4	26	5	i	0.9	-4	-53	9
Cc1ccc(C(=O)NC(=S)NNC(=O)c2cccc([N+](=O)[O-])c2)cc1	3	/	-7	0	4	0.4	-1.9	7	-10	2
COc1cc(CN2CCN(Cc3cn(C)c4ccccc34)CC2CCO)cc(OC)c1 (stereo not given)	-8	-7	1	11	-3	-0.4	0.3	0	4	9
Cc1ccc(C(=O)OCC(=O)NC2CCCC(C)C2C)s1 (stereo not given)	-3	/	8	/	/	-3.7	1.3	5	/	-5
COc1ccc(C(=O)NC2CCCc3ccccc32)cc1OC1CCN(C(C)=O)CC1 (stereo not given)	4	2	8	39	5	-0.2	-0.7	-7	4	5
CCc1nonc1NC(=O)c1oc2c(C)c(C)ccc2c1C	6	3	9	-3	0	-0.3	-0.4	6	-2	17
CCOC(=O)Cn1nc(C)c(NC(=O)c2ccc(Cl)c([N+](=O)[O-])c2)c1C	-20	-8	-15	33	3	0.9	-1.0	-14	3	1
CCCCCC(=O)Nc1cc(S(=O)(=O)N2CCOCC2)ccc1N1CCCCC1	8	1	6	/	/	i	0.2	-4	-12	8
NS(=O)(=O)c1ccc(CCNC(=O)CSc2nnc3ccccn23)cc1	-1	-1	2	0	-1	-0.4	0.4	9	-12	-6
O=C(CCN1C(=O)c2ccccc2S1(=O)=O)N1CCN(c2ccccc2)CC1	3	-1	-1	26	3	0.5	/	3	-11	2
COc1ccc(NC(=O)c2nn(C)c(=O)c3ccccc23)cc1S(=O)(=O)Nc1ccccc1Cl	10	-55	6	10	1	0.6	-1.4	2	-7	24
COc1cccc(-c2nnc(SCN3C(=O)c4ccccc4C3=O)n2C)c1	16	-4	-16	-2	0	-0.2	/	1	-1	-7
CC1=C(C(=O)OC(C)C)C(c2c(O)ccc3ccccc23)NC(=O)N1 (stereo not given)	-6	-5	-5	25	-4	-0.2	0.9	-5	-2	0
COc1ccc(-c2csc(C)n2)cc1	-2	0	0	25	4	-0.6	/	3	-21	8
COc1ccc(C(=O)NCc2cn3c(C)csc3n2)cc1OC	-1	0	-7	9	-2	-1.9	0.7	5	7	8
O=C(O)C1C2C=CC(C2)C1C(=O)Nc1ccc(C(=O)N2CCCCC2)c(Cl)c1 (stereo not given)	-2	-2	-3	-5	4	-0.7	0.8	-1	-6	2
OC(Cc1cccnc1)c1ccccc1 (stereo not given)	-7	/	5	/	/	/	0.7	4	-11	5
N#Cc1c2n(c(=S)n(-c3ccccc3)c1=O)CCCCC2	-4	3	8	36	4	-0.4	0.6	-7	-15	-11
COc1ccc2o/c(=N\O)c(C(=O)Nc3ccc(C)cc3)cc2c1	1	/	-8	12	3	-0.3	-1.3	7	/	7
COC(=O)c1cn(Cc2c(C)cc(C)cc2C)nn1	4	-17	3	-20	-3	-0.1	/	6	-8	11
CCCNc1ncnc2c1cnn2C1CCCCO1 (stereo not given)	-2	/	-6	/	/	i	0.5	7	-10	-2
O=C(COc1ncnc2cc(Cl)ccc12)c1ccc2c(c1)OCCO2	3	5	0	23	-1	-0.4	1.0	8	-7	0
Cc1cc(C)nc(SCC(=O)Nc2ccc(S(=O)(=O)Nc3cc(C)on3)cc2)n1	-1	9	-7	35	-2	-0.3	0.9	-3	2&-9	4
CCOc1ccc(CCNC(=O)COC(=O)c2cc(OC)c(OC)cc2[N+](=O)[O-])cc1OCC	-11	6	2	/	/	10	1.0	1	9	2
O=C(NC1CCCC1)C1CCN(C(=O)c2cc(Cl)ccc2Cl)CC1	-9	-7	4	-4	-2	-0.8	0.1	0	-2	7
Cc1cc(C(=O)CN2CCCCC2)c(C)n1-c1ccc(F)cc1	1	2	-5	19	3	-0.3	/	-4	-1	-2
O=C(CN1CCN(Cc2ccccc2)CC1)NC(c1ccccc1)c1ccccc1	5	-8	-4	15	4	-0.1	1.6	4	4	24
Cc1ccc(Nc2nc(NCC3CC3)nc3ccsc23)c(C)c1	18	/	21	/	/	i	1.9	/	/	0
O=C(NCCN1CCOCC1)c1ccccc1[N+](=O)[O-]	-1	-3	9	17	-5	-0.8	/	0	1	-6
COc1cc(NC(=O)C2C3C=CC(C3)C2C(=O)O)ccc1NC(=O)c1ccccc1 (stereo not given)	-5	3	11	32	1	-0.2	1.3	-3	3	4
COc1ccccc1N/C=C/C(=C(C#N)C#N)N(C)C	1	3	-2	13	-5	-0.3	0.7	0	6	-1
Cc1ccc(C(=O)N2C3C=CC(C3)C2(C(F)(F)F)C(F)(F)F)cc1 (stereo not given)	1	-5	8	-3	4	/	/	-1	-17	-3
O=C(Nc1ccsc1C(=O)O)c1ccccc1	0	2	-5	-5	-1	i	1.6	13	2	1
O=S(=O)(Nc1ccc(F)cc1Cl)c1ccc(-c2cnc(C3CC3)o2)cc1	20	-11	5	-2	0	i	2.5	-2	5	22
CC(C)(C)C(=O)NC1CCSC1=O (stereo not given)	4	5	7	31	2	/	-2.6	/	/	/
CCc1ccc2c(c1)CCCN2C(=O)c1ccccc1C(=O)O	-8	-1	-2	-12	1	i	/	8	23	4
Cc1ccc(CC(=O)NCC2CCCCC2)cc1	/	6	/	8	3	-0.3	/	-5	-1	3
O=C(CCc1nnc(CCC2CCCCC2)o1)NCCc1ccccn1	3	-9	-11	31	-2	/	2.3	-8	-11	5
CCn1c(Cc2ccc(OC)cc2)nnc1SCC(=O)NC1CC1	-1	-1	-1	24	-2	-0.2	-0.2	3	-3	16
O=[N+]([O-])c1ccc(C(O)CN2CCN(c3ccccc3)CC2)cc1 (stereo not given)	-6	1	-1	20	0	-0.2	0.4	7	-4	-2
O=C(Nc1nnc(CCc2ccccc2)s1)c1ccc(F)cc1	-4	-5	-12	1	1	-0.2	-0.2	-37	-4	-7

Next section
SMILES	PrPC TRFRET	Rv3671c inh	CCHFV vOTU inh	VHR inh abs	SARS 3CLpro inh	Vc quorum ag	TcdB inh	MazF activator	SSB-PriA inh	Yp Topo-I inh
O=C(Cn1nc(C(F)(F)F)c2c1CCCCC2)N1CCOCC1	-4	-4	13	-8	-3	-0.5	/	1	-8	3
COc1ccc(-c2nn(CCC(=O)O)cc2/C=C2\SC(N)=NC2=O)cc1OC	-44	-10	5	8	3	-0.1	0.2	-23	/	3
COc1cc(C(=O)Nc2nnc(Cc3ccccc3)s2)cc(OC)c1OC	11	/	6	4	5	i	-0.5	4	8	8
CC(=O)N1c2ccc(S(=O)(=O)N3CCCC3)cc2CC1C(=O)NCc1ccc(OC(C)C)cc1 (stereo not given)	0	3	-4	18	-2	-0.6	-0.3	10	11	14
CCN(CC)C(=O)c1ccc(NC(=O)Nc2ccccc2F)cc1	4	-1	6	17	2	-0.4	-0.3	10	-7	-2
CC1CCCCN1CC(=O)Nc1ccc2c(c1)OC(F)(F)O2 (stereo not given)	3	-6	1	22	-1	-0.2	-0.6	4	-9	0
CN(CC(=O)Nc1ccccc1C(F)(F)F)C(=O)c1ccc2c(=O)n3c(nc2c1)CCC3	0	-8	3	/	/	i	-0.5	-15	8	-5
CCN(CC)Cc1nc2c(c(=O)[nH]1)C(CC)(CC)Cc1ccccc1-2	-5	3	-3	30	2	i	0.4	7	-7	5
CCCC1(c2ccccc2)NC(=O)N(CC(=O)NCC2COc3ccccc3O2)C1=O (stereo not given)	-2	-11	-3	/	/	0.6	-0.5	1	-1	-14
O=C(C1CCCN1C(=O)c1cccs1)N1CCc2ccccc21 (stereo not given)	7	5	13	-8	-3	-0.3	/	1	3	-1
Cc1cc(C)c(C)c(C(=O)CSc2nnc(-c3ccc4[nH]c(C)c(C)c4c3)o2)c1C	-4	-2	13	-14	-5	0.9	/	-1	11	7
Cc1cc2ncn(C3CC(O)C(CO)O3)c2cc1C (stereo not given)	5	/	0	/	/	-1.8	1.0	2	-10	5

No new results follow: entries from further up.
SMILES	PrPC TRFRET	Rv3671c inh	CCHFV vOTU inh	VHR inh abs	SARS 3CLpro inh	Vc quorum ag	TcdB inh	MazF activator	SSB-PriA inh	Yp Topo-I inh
O=C(Cn1nc(C(F)(F)F)c2c1CCCCC2)N1CCOCC1	-4	-4	13	-8	-3	-0.5	/	1	-8	3
COc1ccc(-c2nn(CCC(=O)O)cc2/C=C2\SC(N)=NC2=O)cc1OC	-44	-10	5	8	3	-0.1	0.2	-23	/	3

Five compounds from above, reduced to Rv3671c inh:
SMILES,Rv3671c inh
Cc1cc(C)c(C)c(C(=O)CSc2nnc(-c3ccc4[nH]c(C)c(C)c4c3)o2)c1C,-2
CCCC1(c2ccccc2)NC(=O)N(CC(=O)NCC2COc3ccccc3O2)C1=O (stereo not given),-11
O=C(C1CCCN1C(=O)c1cccs1)N1CCc2ccccc21 (stereo not given),5
CCN(CC)Cc1nc2c(c(=O)[nH]1)C(CC)(CC)Cc1ccccc1-2,3
O=C(Cn1nc(C(F)(F)F)c2c1CCCCC2)N1CCOCC1,-4
